Assay outcomes (PubChem BioAssay)
KCC2 mod = KCC2 (human) Cl- transport modulation; Q9H2X9; KCC2 cells, thallium flux FluoZin-2 fluorescence; B-score of Tl+ flux slope (higher = more flux/activation; lower = inhibition) at 10 µM; 2.2% of 190,000 active;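 active = thallium flux slope and its plate-corrected score both differing from the plate sample mean at a set confidence after two filtering rounds, in either direction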;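 also: slope of fluorescence scaled to starting intensity during 10 to 20 s after thallium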
Target sequence (Q9H2X9 whole entry, looked up): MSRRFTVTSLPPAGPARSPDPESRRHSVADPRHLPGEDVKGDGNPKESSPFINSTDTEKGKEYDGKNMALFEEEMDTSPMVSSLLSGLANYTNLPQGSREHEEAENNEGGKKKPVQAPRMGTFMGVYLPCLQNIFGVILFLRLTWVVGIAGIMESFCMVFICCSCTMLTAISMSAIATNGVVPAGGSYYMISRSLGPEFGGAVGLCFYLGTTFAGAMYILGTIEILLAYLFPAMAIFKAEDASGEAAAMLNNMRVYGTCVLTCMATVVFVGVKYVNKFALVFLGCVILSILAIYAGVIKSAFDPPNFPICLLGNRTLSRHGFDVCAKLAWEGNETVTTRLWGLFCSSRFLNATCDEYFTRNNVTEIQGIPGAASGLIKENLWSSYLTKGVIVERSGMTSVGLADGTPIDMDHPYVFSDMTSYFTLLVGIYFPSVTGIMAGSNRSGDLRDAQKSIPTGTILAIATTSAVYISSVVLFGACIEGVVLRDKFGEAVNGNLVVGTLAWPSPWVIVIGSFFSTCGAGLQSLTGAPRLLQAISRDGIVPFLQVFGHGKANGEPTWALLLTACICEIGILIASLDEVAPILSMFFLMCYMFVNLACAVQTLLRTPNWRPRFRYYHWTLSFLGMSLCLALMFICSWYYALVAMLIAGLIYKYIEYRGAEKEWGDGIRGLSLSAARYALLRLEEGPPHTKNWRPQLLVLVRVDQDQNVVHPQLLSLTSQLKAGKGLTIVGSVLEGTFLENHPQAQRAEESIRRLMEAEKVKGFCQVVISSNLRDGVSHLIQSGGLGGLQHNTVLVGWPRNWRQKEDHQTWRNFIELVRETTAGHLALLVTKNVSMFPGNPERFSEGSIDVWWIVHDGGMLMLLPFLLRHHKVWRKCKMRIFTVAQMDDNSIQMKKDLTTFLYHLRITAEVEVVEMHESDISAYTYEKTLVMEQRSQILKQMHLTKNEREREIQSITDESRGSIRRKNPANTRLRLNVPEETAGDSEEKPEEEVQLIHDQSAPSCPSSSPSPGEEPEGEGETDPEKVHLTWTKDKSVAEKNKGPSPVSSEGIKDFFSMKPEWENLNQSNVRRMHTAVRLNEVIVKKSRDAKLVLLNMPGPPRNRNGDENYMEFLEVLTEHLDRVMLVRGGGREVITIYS
FXIIa inh 1536 = inhibitors of human coagulation factor XIIa; purified FXIIa, Boc-QGR-AMC fluorogenic substrate, 2 h; inhibition, % at 5 µM; 0.3% of 220,000 active; AID 800; in the data active = inhibition above about 40%;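 also: 0% = enzyme with no compound and 100% = blank without enzyme; many of its hits are not listed in these tables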
FXIa inh = blocks human coagulation factor XIa protease activity | inhibition, % at 5 µM | P03951 | purified FXIa, Boc-Glu-Ala-Arg-AMC fluorogenic substrate | AID 798 | 0.14% of 220,000 active;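 active = inhibition of at least 40%; inactive = inhibition below 40%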;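 also: fluorescence of freed AMC excited at 355 nm; 0% = enzyme without compound and 100% = no enzyme blank; many of its hits are not listed in these tables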
TNF necrop inh = inhibitors of TNF-alpha induced necroptosis in Jurkat FADD-/- cells; AID 463075; activation (protection from cell death), % at 10 µM; Jurkat FADD-/- TNF necroptosis rescue, ATP luminescence, 24 h; 0 = TNF only, 100 = no-TNF cells; 0.068% of 220,000 active;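 active = activation, meaning protection from cell death, of at least 50% relative to plate controls; inactive = activation below 50%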;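 also: necroptosis triggered by 40 ng/mL TNF-alpha added together with compound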
L929 necroptosis = blocks zVAD induced death of L929 cells; L929 zVAD necroptosis rescue, ATP luminescence, 24 h; with zVAD 60 µM; viability rescue, % at 10 µM; 0.38% of 220,000 active; AID 1377;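 active = activation, scaled between plate controls, above about 75%, limit read from the data; inactive = activation under that limit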;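 also: 0% = zVAD with DMSO and 100% = DMSO alone without zVAD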
hK5 inh = inhibitors of human kallikrein 5; Q9Y337; recombinant hK5, fluorogenic AMC substrate cleavage; inhibition, % at 5 µM; 0.59% of 210,000 active;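 active = inhibition of 40% or more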;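 also: 0% = enzyme controls without compound and 100% = no-enzyme blanks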
Hck-Nef inh = blocks Nef-activated human Hck kinase; P08631; AID 463187; Recombinant Hck-YEEI plus Nef, Z-Lyte FRET kinase assay; 0.68% of 220,000 active; inhibition, % at 20 µM;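 active = Hck-Nef kinase inhibition above about 50%, limit read from the data; inactive = inhibition below that limit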;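 also: 0% = DMSO with Hck plus Nef and 100% = Hck alone without Nef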
Rad51 HR inh = blocks human Rad51 in homologous recombination | Q06609 | hRad51 DNA strand exchange, fluorescence dequenching | inhibition, % at 10 µM | 0.085% of 200,000 active;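 active = inhibition above 40% at the single screening dose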;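 also: 0% = DMSO control wells and 100% = blanks with heterologous ssDNA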
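System: hRad51 filaments on single-stranded DNA; reagent: Fluorescein- and BHQ1-tagged 47-mer duplex; compound dosing: one concentration, 10 µM final; timing: filaments 15 min 37 °C, then compound 30 min; measured by: fluorescein emission 520 nm, excitation 485 nm; benchmarks: per-plate controls and blanks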
Thrombin inh = thrombin (human) inhibition. alpha-thrombin, Boc-VPR-AMC fluorogenic substrate cleavage. inhibition, % at 5 µM. 0.26% of 220,000 active. P00734;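 active = inhibition at or above 40%; inactive = inhibition below 40%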;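 also: 0% = enzyme with no compound and 100% = wells without enzyme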
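System: human alpha-thrombin protein; Compound dosing: one concentration per compound, 5 µM, with 0.2% DMSO; Timing: reaction at room temperature; Technique: AMC fluorescence, 355/460 nm; Controls: enzyme without compound as high, wells lacking enzyme as low.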
Active calls of the source: *; . = not tested or not shown; & = joins results of further samples.

SMILES	KCC2 mod	FXIIa inh 1536	FXIa inh	TNF necrop inh	L929 necroptosis	hK5 inh	Hck-Nef inh	Rad51 HR inh	Thrombin inh
COc1ccc(N2CCN(C(=S)NCCc3ccccc3)CC2)cc1	1.8	.	.	1.0	0.1	.	0	-1	.
O=C(Nc1csc([N+](=O)[O-])c1)Nc1c(Cl)cccc1Cl	0.58	5	-1	14	-0.1	2	6	7	-7
COc1cc(S(=O)(=O)Nc2cccnc2)ccc1F	.	13	1	16	0.0	-11	0	-2	0
C=C(C)C(=O)Nc1cccc(C2=NOC3(C2)C[C@H](C(N)=O)N(C(=O)COc2ccc(Cl)cc2)C3)c1 (stereo partly drawn)	-0.28	3	-7	5.2	0.5	-4	22	-10	-5
O=C(Nc1nc2ccccc2[nH]1)c1ccc(Br)o1	0.051	11	1	-5.0	68	1	46	11	-13
O=C(COC(=O)/C=C/c1nc2ccccc2s1)Nc1ccccc1Oc1ccccc1	-0.64	-12	-9	1.2	0.7	-18	1	4	-12
CC1=CCC(/C=N\Nc2nnc3c(n2)[nH]c2ccccc23)CC1 (stereo not drawn)	0.92	9	6	1.0	3.9	-4	3	3	-15
COc1ccc(NC(=O)c2cn3c(nc4ccccc43)c(C#N)c2C)cc1	-0.51	1	-5	-2.1	-0.2	-5	20	-9	-7
O=C1CC(N2CCSCC2)C(=O)N1c1cccc(Br)c1 (stereo not drawn)	-0.12	15	1	0.0	-0.2	14	8	.	1
Cc1oc(-c2cccc(Cl)c2)nc1CN1CCC(C(=O)NCC2CCCO2)CC1 (stereo not drawn)	.	1	2	0.5	1.6	-1	0	0	-3
O=C(/C=C/c1ccc(Cl)c([N+](=O)[O-])c1)c1ccc(O)cc1	-0.13	3	5	-21	-0.2	-7	-8	-19	-6
O=C(/C=C/c1ccco1)N(Cc1ccc(F)cc1)C1CCS(=O)(=O)C1 (stereo not drawn)	-0.42	3	-1	3.9	-0.6	-1	-18	.	-6
C=CCn1c(=O)c2ccccc2n2c(SCc3cc(=O)n4ccsc4n3)nnc12	.	6	-3	-0.9	-0.2	-28	1	.	3
COc1ccc(C(=O)NC(=S)Nc2cccc(Cl)c2N2CCOCC2)cc1[N+](=O)[O-]	.	15	8	-15	-0.2	42*	0	0	2
CCOC(=O)c1cc2sc(C)cc2n1CC(=O)N1CCc2ccccc21	0.011	22	-5	0.0	-0.6	-18	2	12	10
CC1CN(C(c2ccco2)c2sc3ncnn3c2O)CC(C)O1 (stereo not drawn)	0.17	8	-5	1.5	0.6	-10	-1	2	-8
O=C(Nc1ccncc1NC(=O)c1cccc([N+](=O)[O-])c1)c1cccc([N+](=O)[O-])c1	-1.2	5	-3	-2.2	-0.7	-6	18	.	-8
CC(C)N1CCN(Cc2ccoc2)CC1CCO (stereo not drawn)	1	10	0	0.7	0.5	3	29	-5	-5
Cn1c(C(=O)O)c(CC(=O)N2CCC(Cc3ccccc3)CC2)c2ccccc21	-1	3	-4	-2.2	.	-12	1	.	-5
Cc1ccc2nc(NC(=O)c3cc(-c4ccco4)nc4ccccc34)sc2c1	0.025	17	10	1.5	0.4	0	14	-8	-6
CCc1ccccc1N1CC23C=CC(O2)C(C(=O)O)C3C1=O (stereo not drawn)	0.32	23	14	-0.5	-0.9	34	-1	5	15
O=C(CN1C(=O)NC2(CCCCCC2)C1=O)NCc1cccs1	0.31	17	10	-0.2	0.8	-2	-29	.	4
CCOc1ccc(OCC)c(NC(=O)CSc2nc3cccnc3n2C)c1	-1.6	7	-3	-1.4	.	-12	2	.	-2
N#C/C(=C\c1ccc([N+](=O)[O-])cc1)c1nc(C2CC2)cs1	-0.034	10	4	1.0	0.6	-4	1	.	9
Cc1cccc(C)c1OCC(=O)Nc1oc(-c2ccccc2)c(-c2ccccc2)c1C#N	-0.81	.	.	0.1	-0.6	.	7	-3	.
CCCn1c(=O)c2ccccc2n2c(SCCOc3ccccc3F)nnc12	-2.6	6	-7	-0.2	-0.2	1	0	-5	-6
CCN(CC)S(=O)(=O)c1cccc(C(=O)NC(Cc2c[nH]c3ccccc23)c2nnc3n2CCCCC3)c1 (stereo not drawn)	0.049	28	21	-0.8	0.1	3	1	.	4
COc1ccc2cnn(Cc3ccccc3)c(=O)c2c1OC	1.2	11	0	1.2	0.7	-6	0	7	0
CCCNC(=O)Cn1cnc2sc(C(=O)N3CCCC(C(=O)OCC)C3)c(C)c2c1=O (stereo not drawn)	.	31	15	1.0	1.2	-22	1	-3	-2
CCn1c(-c2cc(-c3ccccc3OC)nc3ccccc23)n[nH]c1=S	-0.93	10	-1	2.7	0.3	-3	4	-3	-5

Full records, looked up by structure. Values in the order: KCC2 mod	FXIIa inh 1536	FXIa inh	TNF necrop inh	L929 necroptosis	hK5 inh	Hck-Nef inh	Rad51 HR inh	Thrombin inh
C=CCn1c(=O)c2ccccc2n2c(SCc3cc(=O)n4ccsc4n3)nnc12 is listed with .	6	-3	-0.9	-0.2	-28	1	.	3
COc1ccc(C(=O)NC(=S)Nc2cccc(Cl)c2N2CCOCC2)cc1[N+](=O)[O-] is listed with .	15	8	-15	-0.2	42*	0	0	2
O=C(CN1C(=O)NC2(CCCCCC2)C1=O)NCc1cccs1 is listed with 0.31	17	10	-0.2	0.8	-2	-29	.	4
O=C(Nc1nc2ccccc2[nH]1)c1ccc(Br)o1 is listed with 0.051	11	1	-5.0	68	1	46	11	-13

Other compounds:
SMILES	KCC2 mod	FXIIa inh 1536	FXIa inh	TNF necrop inh	L929 necroptosis	hK5 inh	Hck-Nef inh	Rad51 HR inh	Thrombin inh
CCC(=O)Nc1ccc(Oc2ccc3c(c2)C(=O)N(c2ccc(O)cc2)C3=O)cc1	-0.0083	2	-5	-1.1	0.3	12	-2	-6	-5
S=c1ccc2ccccc2[nH]1	29*	8	2	-0.7	-0.4	6	29	14	-11
CSCCC(NS(=O)(=O)c1ccc2c(c1)oc(=O)n2C)C(=O)NC1CCN(Cc2ccccc2)CC1 (stereo not drawn)	-0.034	7	-1	0.1	-0.6	.	1	.	-2
CCN(CC)C(=O)CP(=O)(c1ccccc1)c1ccccc1	.	13	4	1.8	1.9	-11	-1	-3	0
O=C(NCCCN1CCN(c2cccc(Cl)c2)CC1)c1ccc(N2CCCC2=O)cc1	0.034	6	0	1.1	-0.3	-7	-10	-3	-1
Cc1cc(C(=O)COC(=O)CCc2nc3ccccc3s2)c(C)n1C	-3.2*	14	5	-1.1	-0.2	0	1	-4	-2
COC(=O)c1cnc(SCc2ccc([N+](=O)[O-])cc2)n1C	.	8	4	-0.4	-0.6	0	10	4	-1
COCCN(CC(=O)Oc1ccccc1P(=O)(OC)OC)Cc1ccccc1	0.53	9	1	2.1	0.8	1	17	0	1
COc1ccc(Cc2nnc(NC(=O)c3cccc(C)c3)s2)cc1	-0.048	4	-4	2.9	5.6	-3	11	4	0
O=C(CCc1ccccc1)N1N=C(c2ccncc2)CC1(O)C(F)(F)F (stereo not drawn)	-0.36	4	-2	-1.3	3.2	4	23	-1	-12
CC(C)Cc1cc(C(=O)N2CCN(C(c3ccccc3)c3ccccc3)CC2)no1	0.083	7	-2	1.1	-0.1	-35	0	-3	-5
O=C(C1=C[C@@H](C2CC2)C[C@@H](OCc2ccc(CO)cc2)O1)N1CCOCC1	1.3	7	2	0.3	-0.7	2	7	-2	1
CCOC(=O)C1(CCc2ccccc2)CCN(Cc2cnc(N(C)C)s2)CC1	-2	12	-1	-0.4	-1.8	3	22	0	-4
CCN(CC)CCCNc1nc2cc(OC)c(OC)cc2c2nc(-c3ccccc3)nn12	-0.71	7	0	-3.7	-1.6	-6	-3	38	1
CC1(C)SC(=S)N(/N=C/c2ccccc2O)C1N(O)C(=O)Nc1ccccc1 (stereo not drawn)	-0.43	11	2	8.2	0.9	0	14	3	3

Reprinted at random: 2 compounds from above.
SMILES	KCC2 mod	FXIIa inh 1536	FXIa inh	TNF necrop inh	L929 necroptosis	hK5 inh	Hck-Nef inh	Rad51 HR inh	Thrombin inh
O=C(NCCCN1CCN(c2cccc(Cl)c2)CC1)c1ccc(N2CCCC2=O)cc1	0.034	6	0	1.1	-0.3	-7	-10	-3	-1
O=C(C1=C[C@@H](C2CC2)C[C@@H](OCc2ccc(CO)cc2)O1)N1CCOCC1	1.3	7	2	0.3	-0.7	2	7	-2	1

More entries follow.
SMILES	KCC2 mod	FXIIa inh 1536	FXIa inh	TNF necrop inh	L929 necroptosis	hK5 inh	Hck-Nef inh	Rad51 HR inh	Thrombin inh
Cc1cc(C)n2nc(CC(=O)NC3CCCCCC3)nc2n1	0.38	2	18	-1.5	0.0	23	0	-4	1
O=C(CSc1nnc(Cn2c(=O)sc3ccccc32)n1-c1ccccc1)N1CCCCCC1	-0.2	10	1	0.8	3.3	-4	2	2	-2
CC(=O)N(C)c1ccc(NC(=O)c2ccco2)cc1	-0.38	24	6	-1.7	-0.9	-4	9	.	3
Cc1nn(Cc2ccc(C(=O)Nc3ccccc3C(F)(F)F)o2)c(C)c1Br	0.31	1	-5	2.5	0.4	28	18	-1	-6
CC(C)(C)C(=O)Nc1cccc(-c2nc3ccccc3c(=O)o2)c1	-0.082	10	3	-1.0	-0.2	3	1	.	-6
CCCC(C)C(=O)OCC(=O)NCc1ccc(OC)c(OC)c1 (stereo not drawn)	1.5	6	-8	-0.2	4.1	-2	11	-3	-1
COc1cccc(C2SCC(=O)N2c2ccc(Cl)cc2)c1OC (stereo not drawn)	-0.58	12	6	5.8	-0.4	-17	2	7	-5
CC1CCC(C(C)C)C(OC(=O)Cn2c(-c3ccccc3)[n+](C)c3ccccc32)C1 (stereo not drawn)	-0.12&-0.51	6	6	-6.5&-8.3	10&13	-14	1&2	6&2	-4
Cc1cc(=O)n2[nH]c(NCc3c(F)cccc3Cl)nc2n1	-0.1	4	-5	-0.9	0.3	0	17	.	-6
Cc1ccc(-n2ncc3c(=O)n(CC#N)cnc32)cc1C	1.3	12	4	-2.1	1.4	2	6	-3	4
CCCCNS(=O)(=O)c1ccc(NC(=O)c2cccs2)cc1	-0.1	2	-8	3.4	1.6	-12	-2	-4	-6
CC(C)N(C(=O)N1CCC(c2nc(-c3ccncc3)no2)CC1)C(C)C	0.098	18	3	-0.4	0.3	-3	1	-4	3
O=C1N=C(N2CCN(c3ccccc3)CC2)S/C1=C\c1cn[nH]c1-c1ccccc1	-0.029	13	5	3.1	57	-19	1	-1	3
COc1ccc(CCN=C(N)NS(=O)(=O)c2cccs2)cc1	-0.44	7	-9	-0.6	-0.2	-3	20	7	-18
CC1Cc2ccccc2N1C(=O)c1ccc(N2CCCCC2)c([N+](=O)[O-])c1 (stereo not drawn)	-4.7*	12	-4	1.4	1.2	-6	1	-1	-10
CC1(C)OC(C(=O)NC2CCCCC2)C(C(=O)NC2CCCCC2)O1 (stereo not drawn)	0.31	14	-2	1.5	0.5	-16	1	.	-12
COc1ccc(OC)c(C(=O)Cn2nnc3ccccc3c2=O)c1	-0.022	5	-13	-1.0	0.4	-4	1	-7	-16
Cc1cc(C)n(-c2ccc(C(=O)Nc3ccccn3)cc2)n1	.	3	-9	0.0	2.4	-7	4	-8	-9
COc1ccc(-n2c(=O)/c(=C\c3cccs3)s/c2=C(/C#N)C(=O)NCCN2CCOCC2)cc1	2.6	5	4	1.7	1.3	-2	23	-9	-2
O=C(c1ccc2c(c1)OCO2)N(c1ccc(Cl)cc1)C1C=CS(=O)(=O)C1 (stereo not drawn)	-0.89	13	3	1.6	-0.4	-32	-9	-1	0
CCOC(=O)c1cnn(-c2nc(-c3ccccc3)nc3c2COC(C)(C)C3)c1N	0.39	-16	-8	-1.6	5.2	17	8	.	-6

This is a subset; count on the stated rates, not on these rows.
